TcdB GH inh: TcdB glycohydrolase inhibitors, primary screen, biochemical, single point, plate reader. Toxin B (Clostridioides difficile), P18177. 0.24% of 350,000 active. inhibition, % at 9.99 µM. TcdB glycohydrolase enzymatic assay. AID 652162, 2013; in the data active means inhibition above about 10%
Target sequence (P18177 whole entry, looked up): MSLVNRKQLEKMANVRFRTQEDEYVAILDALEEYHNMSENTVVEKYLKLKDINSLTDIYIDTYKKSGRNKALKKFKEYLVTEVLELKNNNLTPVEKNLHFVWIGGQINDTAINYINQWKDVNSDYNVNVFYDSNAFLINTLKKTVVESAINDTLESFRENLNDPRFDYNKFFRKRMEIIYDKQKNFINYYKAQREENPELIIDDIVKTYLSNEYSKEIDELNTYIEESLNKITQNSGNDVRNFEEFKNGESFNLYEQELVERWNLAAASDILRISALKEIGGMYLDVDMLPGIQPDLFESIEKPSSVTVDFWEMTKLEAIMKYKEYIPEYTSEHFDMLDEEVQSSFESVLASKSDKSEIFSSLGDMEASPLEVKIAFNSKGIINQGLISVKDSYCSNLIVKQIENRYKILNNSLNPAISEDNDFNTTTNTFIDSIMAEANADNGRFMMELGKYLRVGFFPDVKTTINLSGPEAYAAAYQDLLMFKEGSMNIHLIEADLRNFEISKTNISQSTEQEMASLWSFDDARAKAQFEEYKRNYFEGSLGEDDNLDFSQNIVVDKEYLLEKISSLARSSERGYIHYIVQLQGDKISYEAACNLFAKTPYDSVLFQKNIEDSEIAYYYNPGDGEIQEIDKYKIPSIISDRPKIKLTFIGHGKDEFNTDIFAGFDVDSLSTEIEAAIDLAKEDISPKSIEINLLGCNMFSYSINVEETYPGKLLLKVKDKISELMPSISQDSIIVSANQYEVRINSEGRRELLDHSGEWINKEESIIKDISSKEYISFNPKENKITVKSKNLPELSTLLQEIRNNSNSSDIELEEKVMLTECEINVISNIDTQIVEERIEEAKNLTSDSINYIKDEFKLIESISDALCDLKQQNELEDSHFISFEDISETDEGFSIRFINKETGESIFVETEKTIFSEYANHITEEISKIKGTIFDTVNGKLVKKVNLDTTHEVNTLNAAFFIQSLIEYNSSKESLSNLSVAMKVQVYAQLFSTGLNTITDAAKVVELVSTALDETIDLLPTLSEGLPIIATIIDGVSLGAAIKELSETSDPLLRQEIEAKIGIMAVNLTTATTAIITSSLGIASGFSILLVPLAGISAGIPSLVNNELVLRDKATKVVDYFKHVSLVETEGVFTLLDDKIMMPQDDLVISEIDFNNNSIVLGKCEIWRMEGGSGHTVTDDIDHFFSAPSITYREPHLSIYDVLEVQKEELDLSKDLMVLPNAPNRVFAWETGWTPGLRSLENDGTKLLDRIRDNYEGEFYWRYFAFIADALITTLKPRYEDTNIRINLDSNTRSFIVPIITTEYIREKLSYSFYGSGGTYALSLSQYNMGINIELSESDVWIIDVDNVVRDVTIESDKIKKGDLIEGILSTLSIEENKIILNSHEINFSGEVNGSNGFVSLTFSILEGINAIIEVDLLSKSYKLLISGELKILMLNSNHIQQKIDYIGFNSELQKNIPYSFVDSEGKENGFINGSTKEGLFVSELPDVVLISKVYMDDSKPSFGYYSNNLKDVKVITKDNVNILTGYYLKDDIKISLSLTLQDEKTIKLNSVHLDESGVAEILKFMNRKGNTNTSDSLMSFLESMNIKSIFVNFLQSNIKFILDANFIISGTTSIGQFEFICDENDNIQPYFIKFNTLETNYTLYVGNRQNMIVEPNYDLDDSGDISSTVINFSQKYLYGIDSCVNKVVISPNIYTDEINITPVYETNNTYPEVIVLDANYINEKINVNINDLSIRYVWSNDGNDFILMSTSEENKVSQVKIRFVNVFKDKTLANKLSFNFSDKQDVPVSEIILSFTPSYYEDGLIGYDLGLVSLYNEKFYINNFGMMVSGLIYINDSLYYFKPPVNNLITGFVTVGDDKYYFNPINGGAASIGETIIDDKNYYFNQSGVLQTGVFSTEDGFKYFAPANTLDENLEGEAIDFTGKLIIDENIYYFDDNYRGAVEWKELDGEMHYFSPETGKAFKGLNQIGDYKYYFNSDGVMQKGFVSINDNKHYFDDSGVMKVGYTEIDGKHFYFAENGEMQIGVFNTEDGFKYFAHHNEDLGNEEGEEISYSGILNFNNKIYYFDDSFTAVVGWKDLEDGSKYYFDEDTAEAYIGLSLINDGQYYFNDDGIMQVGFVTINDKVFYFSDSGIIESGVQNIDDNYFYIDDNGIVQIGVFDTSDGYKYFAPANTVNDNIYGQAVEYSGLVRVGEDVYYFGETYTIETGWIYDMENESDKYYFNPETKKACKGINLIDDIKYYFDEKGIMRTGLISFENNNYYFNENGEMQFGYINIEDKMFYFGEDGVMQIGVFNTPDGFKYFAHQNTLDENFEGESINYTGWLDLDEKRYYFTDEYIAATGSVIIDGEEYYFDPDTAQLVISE
Mtb BioA inh: M. tuberculosis BioA enzyme inhibitors, primary screen, biochemical, plate reader, single point, HTS. inhibition, % at 9.99 µM. 0.096% of 360,000 active. 7,8-diaminopelargonic acid synthase BioA (Mycobacterium tuberculosis). purified M. tuberculosis BioA enzyme. AID 602481, 2012; in the data active means inhibition above about 40%
The depositor's hits bear a star; & = joins results of further samples.

SMILES | TcdB GH inh | Mtb BioA inh
C[C@@H]1CN([C@@H](C)CO)C(=O)c2cc(NS(=O)(=O)c3ccc(F)cc3)ccc2O[C@@H](C)CCCCO[C@H]1CN(C)Cc1ccncc1 | -0.2 | -0.8
O=C(c1ccccn1)N1C[C@@H]2[C@H](c3ccccc31)[C@@H](CO)N2C(=O)C1CCOCC1 | 0.1 | 1.9
C/C=C/c1ccc([C@@H]2[C@H](CO)N3CCCCN(C(=O)Nc4ccccc4F)C[C@@H]23)cc1 | 0.7 | -2.3
C[C@@H]1CN([C@@H](C)CO)C(=O)c2cc(NC(=O)Nc3ccc(F)cc3)ccc2O[C@@H](C)CCCCO[C@@H]1CN(C)Cc1ccc(C(=O)O)cc1 | -1.3 | 3.7
C[C@H]1CN([C@@H](C)CO)C(=O)c2cccc(NS(=O)(=O)c3ccc(F)cc3)c2O[C@@H]1CN(C)Cc1ccc(C(=O)O)cc1 | 0.5 | -0.6
C[C@@H](NC(=O)C[C@H]1C[C@@H]2c3cc(N(C)C)ccc3O[C@@H]2[C@H](CO)O1)c1ccccc1 | -55.7 | 1.3
C[C@@H]1CN([C@H](C)CO)C(=O)c2cc(/C=C/c3ccccc3)cnc2O[C@H]1CN(C)C(=O)Nc1ccc(C(F)(F)F)cc1 | -0.8 | -3.8
COc1ccc(S(=O)(=O)N(C)C[C@@H]2Oc3ccc(NC(=O)Nc4ccc(C(F)(F)F)cc4)cc3CC(=O)N([C@H](C)CO)C[C@H]2C)cc1 | -1.8 | -1.6
C[C@H]1CN([C@@H](C)CO)C(=O)Cc2cc(NC(=O)Cc3cn(C)c4ccccc34)ccc2O[C@H]1CN(C)C(=O)Nc1ccccc1 | -0.3 | 0.6
CCCNC(=O)C[C@@H]1C[C@H]2c3cc(NS(=O)(=O)c4ccc(F)cc4)ccc3O[C@H]2[C@H](CO)O1 | 0.4 | -1.6
COCC#Cc1ccc2c(c1)O[C@H](CN(C)C(=O)C1CCC1)[C@H](C)CN([C@@H](C)CO)S2(=O)=O | 0.4 | -3.3
COc1ccc(C#Cc2ccc([C@@H]3[C@@H](CO)N4CCCCN(S(=O)(=O)c5cn(C)cn5)C[C@H]34)cc2)cc1 | 0.8 | 1.8
O=C(C1CCOCC1)N1CC[C@H]2[C@H](CO)Nc3ccc(-c4ccc(F)cc4)cc3[C@H]21 | 5.9 | 3.8
C/C=C/c1ccc2c(c1)O[C@@H](CN(C)C(=O)Nc1ccc(C(F)(F)F)cc1)[C@H](C)CN([C@H](C)CO)S2(=O)=O | 0.1 | 10.8
C[C@@H]1CCCCO[C@H](CN(C)C(=O)CCC(F)(F)F)[C@H](C)CN([C@@H](C)CO)C(=O)c2cc(NC(=O)CCC(F)(F)F)ccc2O1 | 0.5 | 0.5
CCCC#Cc1ccc2c(c1)O[C@H](CN(C)Cc1ccccn1)[C@@H](C)CN([C@@H](C)CO)S2(=O)=O | -5.7 | -1.0
Cc1ccccc1-c1cnc2c(c1)C(=O)N([C@@H](C)CO)C[C@@H](C)[C@@H](CN(C)C(=O)c1cccnc1)O2 | 0.7 | -1.6
C[C@@H]1CN([C@@H](C)CO)C(=O)c2cc(C#CCN(C)C)cnc2O[C@H]1CN(C)C | 0.4 | -2.0
C[C@@H]1CCCCO[C@@H](CN(C)C(=O)Cc2ccccc2)[C@@H](C)CN([C@@H](C)CO)C(=O)c2cc(NC(=O)c3ccccc3)ccc2O1 | -0.5 | -2.2
CN1C(=O)c2cc(NC(=O)c3cccs3)ccc2OC[C@H]2O[C@H](CC(=O)N3CCCCC3)CC[C@H]21 | -0.2 | 5.0
C[C@@H]1CN([C@H](C)CO)C(=O)c2cc(-c3cccc(F)c3)cnc2O[C@H]1CN(C)Cc1cccnc1 | -0.5 | 13.5
Cc1ccc(S(=O)(=O)Nc2ccc3c(c2)CC(=O)N([C@@H](C)CO)C[C@@H](C)[C@H](CN(C)C(=O)Nc2ccc(F)cc2)O3)cc1 | -1.2 | -1.3
Cc1noc(C)c1S(=O)(=O)Nc1ccc2c(c1)C(=O)N([C@H](C)CO)C[C@H](C)[C@@H](CN(C)Cc1ccc(C(=O)O)cc1)OCCCC[C@@H](C)O2 | -1.0 | -3.2
O=C(Nc1ccccc1)N1CCCCN2[C@@H](CO)[C@H](c3ccc(C#Cc4ccccn4)cc3)[C@@H]2C1 | 0.5 | 1.8
Cc1ccc(S(=O)(=O)N(C)C[C@@H]2OCCCC[C@H](C)Oc3ccc(NC(=O)c4ccncc4)cc3C(=O)N([C@H](C)CO)C[C@@H]2C)cc1 | 0.0 | 0.2

Remaining list, next part:
SMILES | TcdB GH inh | Mtb BioA inh
CN(C)C(=O)[C@]1(Cc2ccccc2N=[N+]=[N-])N=C(c2ccc(OCCCO)cc2)O[C@@H]1c1ccccc1 | -1.3 | -0.6
CN(C)CCCNC(=O)C[C@H]1CC[C@@H]2[C@H](COC[C@@H](O)CN2C(=O)c2ccncc2)O1 | -0.3 | -0.5
CN(C)C(=O)c1cccc(-c2ccc3c(c2)[C@H]2[C@H](CCN2Cc2nccs2)[C@@H](CO)N3)c1 | -0.7 | 0.1
C[C@@H]1CN([C@H](C)CO)S(=O)(=O)c2ccc(C#CC3CC3)cc2O[C@H]1CN(C)Cc1ccccc1F | -0.1 | -1.7
COc1cccc(S(=O)(=O)Nc2ccc3c(c2)OC[C@@H](C)NC[C@H](C)[C@@H](OC)CN(C)C3=O)c1 | -5.3 | -3.8
C[C@H](CO)N1C[C@H](C)[C@H](CN(C)C(=O)C2CCCCC2)OCCCC[C@H](C)Oc2ccc(NC(=O)Nc3ccc(F)cc3)cc2C1=O | 0.3 | -0.4
O=C(C[C@@H]1C[C@@H]2c3cc(NS(=O)(=O)c4ccccc4)ccc3O[C@@H]2[C@@H](CO)O1)NC1CCCCC1 | 0.6 | -1.0
O=C(Nc1ccccc1F)N[C@@H]1CC[C@H](CCNS(=O)(=O)c2ccc(F)cc2)O[C@@H]1CO | -0.7 | -2.1
CC(C)COC(=O)N(C)C[C@H]1OCc2cn(nn2)CCCC(=O)N([C@@H](C)CO)C[C@H]1C | 1.0 | -1.9
CO[C@@H]1CN(C)C(=O)c2cc(NS(=O)(=O)CC(F)(F)F)ccc2OC[C@H](C)N(C(=O)c2ccc3c(c2)OCO3)C[C@H]1C | 0.3 | 0.0
O=C(C[C@H]1CC[C@H]2[C@@H](COC[C@H](O)CN2S(=O)(=O)c2ccc(Cl)cc2)O1)NCCN1CCCC1 | 1.2 | 0.3
Cc1noc(C)c1S(=O)(=O)Nc1ccc2c(c1)CC(=O)N([C@H](C)CO)C[C@H](C)[C@@H](CN(C)C(=O)NC(C)C)O2 | -0.9 | 2.9
N#C[C@@H]1[C@@H](c2ccc(-c3cccc(F)c3)cc2)[C@H](CO)N1C(=O)c1cccnc1 | 0.4 | 19.0
CC(C)NC(=O)N(C)C[C@@H]1Oc2ncc(C#Cc3ccncc3)cc2C(=O)N([C@H](C)CO)C[C@H]1C | 0.2 | -1.5
C[C@H]1CCCCO[C@H](CN(C)Cc2ccccc2)[C@@H](C)CN([C@@H](C)CO)C(=O)c2cc(NS(=O)(=O)c3ccc(Cl)cc3)ccc2O1 | 0.5 | 1.2
CCCC#Cc1ccc2c(c1)O[C@@H](CN(C)C(=O)c1cnccn1)[C@H](C)CN([C@H](C)CO)S2(=O)=O | 0.7 | -0.9
CCCC#Cc1ccc([C@@H]2[C@H]3CN(C(=O)NC4CCCC4)CCCCN3[C@H]2CO)cc1 | -0.6 | 0.3
CN1[C@@H]2Cn3c(ccc(-c4ccc(F)cc4)c3=O)[C@H]1[C@@H](C(=O)N1CCCCC1)[C@@H]2CO | -0.7 | -1.3
COCC(=O)Nc1ccc2c(c1)[C@H]1C[C@@H](CC(=O)NCc3cccc(F)c3)O[C@@H](CO)[C@H]1O2 | 0.4 | -1.6
C[C@@H]1CN([C@@H](C)CO)C(=O)c2cc(C#CC3CCCCC3)cnc2O[C@H]1CN(C)S(=O)(=O)c1ccccc1 | -0.1 | 9.1
N#C[C@H]1[C@@H](c2ccc(C#Cc3cccc(F)c3)cc2)[C@@H](CO)N1C(=O)C1CC1 | 1.4 | 2.0
CCCN(C)C[C@@H]1Oc2ncc(C#CCN(C)C)cc2C(=O)N([C@H](C)CO)C[C@@H]1C | -0.7&0.6 | -0.1&0.3
C[C@@H]1CN([C@H](C)CO)C(=O)Cc2cc(NS(C)(=O)=O)ccc2O[C@H]1CN(C)Cc1ccc2c(c1)OCO2 | 0.7 | 1.4
CC(C)CC#Cc1ccc2c(c1)O[C@@H](CN(C)C(=O)c1cccc(F)c1)[C@@H](C)CN([C@H](C)CO)S2(=O)=O | 0.1 | -1.3
CCN(C[C@H]1[C@H](c2ccccc2)[C@@H](CO)N1C(C)=O)C(=O)c1cccc(F)c1 | -1.1 | -1.9

Some of the entries so far, with values under each structure.
The line under a structure holds: TcdB GH inh	Mtb BioA inh
- N#C[C@H]1[C@@H](c2ccc(C#Cc3cccc(F)c3)cc2)[C@@H](CO)N1C(=O)C1CC1
 : 1.4	2.0
- CCCN(C)C[C@@H]1Oc2ncc(C#CCN(C)C)cc2C(=O)N([C@H](C)CO)C[C@@H]1C
 : -0.7&0.6	-0.1&0.3

Seven entries picked at random from those above:
SMILES | TcdB GH inh | Mtb BioA inh
Cc1ccc(S(=O)(=O)Nc2ccc3c(c2)CC(=O)N([C@@H](C)CO)C[C@@H](C)[C@H](CN(C)C(=O)Nc2ccc(F)cc2)O3)cc1 | -1.2 | -1.3
CN1[C@@H]2Cn3c(ccc(-c4ccc(F)cc4)c3=O)[C@H]1[C@@H](C(=O)N1CCCCC1)[C@@H]2CO | -0.7 | -1.3
C[C@@H]1CN([C@@H](C)CO)C(=O)c2cc(C#CC3CCCCC3)cnc2O[C@H]1CN(C)S(=O)(=O)c1ccccc1 | -0.1 | 9.1
C[C@@H]1CCCCO[C@@H](CN(C)C(=O)Cc2ccccc2)[C@@H](C)CN([C@@H](C)CO)C(=O)c2cc(NC(=O)c3ccccc3)ccc2O1 | -0.5 | -2.2
O=C(Nc1ccccc1F)N[C@@H]1CC[C@H](CCNS(=O)(=O)c2ccc(F)cc2)O[C@@H]1CO | -0.7 | -2.1
CCCNC(=O)C[C@@H]1C[C@H]2c3cc(NS(=O)(=O)c4ccc(F)cc4)ccc3O[C@H]2[C@H](CO)O1 | 0.4 | -1.6
CC(C)NC(=O)N(C)C[C@@H]1Oc2ncc(C#Cc3ccncc3)cc2C(=O)N([C@H](C)CO)C[C@H]1C | 0.2 | -1.5

Further structures:
SMILES | TcdB GH inh | Mtb BioA inh
CCN1[C@@H]2c3ccc(-c4ccc(OC)cc4)c(=O)n3C[C@@H]2[C@@H](CO)[C@@H]1C(=O)NCCN1CCCCC1 | 1.4 | 0.8
C[C@@H]1CN([C@H](C)CO)S(=O)(=O)c2ccc(C#Cc3ccccn3)cc2O[C@H]1CN(C)C(=O)C1CC1 | -7.7 | 5.0
O=C(Nc1ccc(F)cc1)N[C@@H]1CC[C@@H](CCn2cc(C3(O)CCCC3)nn2)O[C@H]1CO | -0.5 | -1.0
O=C(CCN1CCCCC1)N[C@@H]1CC[C@H](CCNS(=O)(=O)c2ccccc2)O[C@@H]1CO | 0.1 | 0.6
C[C@H]1CN([C@@H](C)CO)C(=O)c2cc(N(C)C)ccc2O[C@@H]1CN(C)Cc1ccc(-c2ccccc2)cc1 | -0.4 | -2.0
O=C(C[C@H]1C=C[C@H](NC(=O)Nc2ccccc2F)[C@H](CO)O1)NCc1ccc(-c2ccccc2)cc1 | -4.4 | -1.6
O=C(C[C@@H]1CC[C@@H]2[C@H](COC[C@H](O)CN2Cc2cccc(Cl)c2)O1)N1CCCCC1 | 1.6 | -0.9
CCC(=O)N1[C@H](CNC(=O)CN(C)C)[C@@H](c2ccc(C3=CCCC3)cc2)[C@@H]1CO | -1.6 | -2.0
O=C(NCC[C@@H]1CC[C@H](NC(=O)C2CCC2)[C@H](CO)O1)c1cnccn1 | -0.4 | 0.1
C[C@H](CO)N1C[C@H](C)[C@H](CN(C)S(=O)(=O)c2ccc(F)cc2)Oc2ccc(NC(=O)Nc3ccc(F)cc3)cc2C1=O | -2.3 | -1.0
C[C@@H]1CN([C@@H](C)CO)C(=O)c2cccc(NC(=O)C3CC3)c2O[C@@H]1CN(C)Cc1ccc(-c2ccccc2)cc1 | -1.5 | 0.5
C[C@@H](O)C#Cc1ccc([C@@H]2[C@H]3CN(C(=O)Nc4ccccc4)CCCCN3[C@H]2CO)cc1 | -0.1 | -9.2
CN1C[C@@H]2[C@H](c3ccccc31)[C@H](CO)N2S(=O)(=O)c1ccccc1 | 0.5 | -4.6
C[C@H](CO)N1C[C@H](C)[C@H](CN(C)C(=O)Nc2ccc(F)cc2)OCCCC[C@H](C)Oc2ccc(NC(=O)Nc3ccc4c(c3)OCO4)cc2C1=O | -1.0 | 0.8
COc1ccc(S(=O)(=O)Nc2ccc3c(c2)C(=O)N([C@@H](C)CO)C[C@H](C)[C@@H](CN(C)S(=O)(=O)c2ccc(Cl)cc2)OCCCC[C@@H](C)O3)cc1 | 1.2 | -0.8
CC(=O)N(C)C[C@@H]1Oc2cc(C#Cc3ccccc3)ccc2S(=O)(=O)N([C@H](C)CO)C[C@@H]1C | 2.7 | 9.6
CN(C)c1ccc2c(c1)[C@@H]1C[C@H](CC(=O)NCc3ccc(Oc4ccccc4)cc3)O[C@H](CO)[C@@H]1O2 | -36.6 | 0.4
COCCNC(=O)[C@H]1[C@H](CO)[C@H]2Cn3c(cccc3=O)[C@@H]1N2S(=O)(=O)c1ccccc1C | 0.4 | -2.2
C[C@H](CO)N1C[C@H](C)[C@@H](CN(C)C(=O)CN(C)C)Oc2cc(-c3ccncc3)ccc2S1(=O)=O | 1.2 | -0.6
C[C@@H]1CN([C@H](C)CO)C(=O)Cc2cc(NC(=O)Cc3cn(C)c4ccccc34)ccc2O[C@@H]1CN(C)Cc1ccc(C(=O)Nc2ccccc2N)cc1 | 1.4 | 0.9
C[C@H](CO)N1C[C@H](C)[C@H](CN(C)S(C)(=O)=O)Oc2cc(-c3cccc(F)c3)ccc2S1(=O)=O | 0.7 | 0.2

Bioassay records deposited in PubChem BioAssay by Broad Institute.

Only part of the results is shown (hit frequency here may not be typical).
